GASC1 inh = inhibitors of human demethylase GASC-1 KDM4C. Q9H3R0. GST-KDM4C 2-372, H3K9me3 peptide, LANCE TR-FRET. inhibition, % at 12.5 µM. actives 0.15% (n = 96,000);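 active = mean replicate inhibition above about 25%, with at least 55% of replicates also reaching it, limit read from the data, passing the limit was not always enough; inconclusive = only one of those two conditions met; inactive = neither condition met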
Target sequence (Q9H3R0 2-372 limits assumed): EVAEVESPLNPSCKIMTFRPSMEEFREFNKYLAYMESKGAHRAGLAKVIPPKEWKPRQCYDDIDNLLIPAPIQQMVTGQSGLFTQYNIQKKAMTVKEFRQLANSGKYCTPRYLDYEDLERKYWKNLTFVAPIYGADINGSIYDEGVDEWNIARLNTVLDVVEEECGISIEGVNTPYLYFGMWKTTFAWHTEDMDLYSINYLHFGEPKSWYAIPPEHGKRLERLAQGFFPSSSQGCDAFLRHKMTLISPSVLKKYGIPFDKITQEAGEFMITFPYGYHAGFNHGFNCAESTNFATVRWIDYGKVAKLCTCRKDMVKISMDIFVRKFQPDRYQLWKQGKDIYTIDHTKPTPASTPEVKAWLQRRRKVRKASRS
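Material: N-terminal GST-fused human GASC-1 (KDM4C) fragment, residues 2-372. Input: 10 nM enzyme. Incubation: enzyme reaction 30 min, then detection 60 min, both room temperature. Doses: one test concentration per compound. Read-out basis: inhibition from TR-FRET ratio decrease. Detection: LANCE TR-FRET, excitation 340 nm, emissions 618 and 671 nm.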
C diff HTS = blocks growth of Clostridium difficile; actives 0.25% (n = 86,000); growth activity, negative = inhibition, % at 16 µg/mL (by protocol); AID 1259249; Clostridium difficile clinical isolate growth, OD600, 24 h; hits give low values;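 active = mean growth activity at or below -80% and every replicate also at or below -80%; inconclusive = mean at or below -80% but some replicate above -80%; inactive = mean growth activity above -80%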;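 note: 0% = DMSO wells and -100% = levofloxacin 16 µg/mL wells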
T cruzi growth = inhibitors of T. cruzi proliferation. T. cruzi beta-gal in NIH3T3, GalScreen luminescence, 90 h. inhibition, % at 8.34 µM. actives 5.9% (n = 77,000). AID 624255;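 active = mean inhibition above about 93%, with at least 55% of replicates each passing it, limit read from the data, passing the limit was not always enough; inconclusive = only one of those two conditions holds; inactive = neither condition holds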
Pf Dd2 growth = inhibitors of Plasmodium falciparum Dd2 growth; P. falciparum Dd2 growth, SYBR Green, 72 h; hits give low values; activity change, % at 10 µM; actives 2.3% (n = 94,000); in the data active = activity change below about -80%; inconclusive = no clear call, values can overlap the other calls
* = called active by the depositor; ? = inconclusive; · = not tested or not shown; & = joins results of further samples. An unsorted share of the library, and some 7% of all compounds hit somewhere here.

mol	GASC1 inh	C diff HTS	T cruzi growth	Pf Dd2 growth
C[C@H](CO)N1C[C@H](C)[C@@H](CN(C)C(=O)c2ccccn2)Oc2ncc(-c3ccc(F)cc3)cc2C1=O	-0.4	-1	-16	-8
COc1ccc(NC(=O)Nc2cccc3c2O[C@@H](CN(C)C(=O)Nc2c(C)noc2C)[C@@H](C)CN([C@H](C)CO)C3=O)cc1	-2.0	-3	76	11
COc1ccc(CNC(=O)C[C@@H]2C[C@@H]3c4cc(NC(=O)CC5CC5)ccc4O[C@@H]3[C@@H](CO)O2)cc1	-1.1	5	3	27
C[C@H]1CN([C@@H](C)CO)C(=O)c2cccc(NC(=O)C3CCCCC3)c2O[C@@H]1CN(C)Cc1ccncc1	11	2	9	-2
CCCNC(=O)N1[C@@H]2CNC[C@H]1C2c1ccc(-c2cccnc2)cc1 (stereo partly specified)	1.0&1.2	-5&1	·	6&33
COc1cccc(S(=O)(=O)Nc2ccc3c(c2)[C@@H]2C[C@@H](CC(=O)NCc4cccc(F)c4)O[C@H](CO)[C@@H]2O3)c1	-4.2	2	42	-20
CN(C)C(=O)c1ccc(-c2ccc3c(c2)[C@@H]2[C@@H](CCN2C(=O)Cc2ccccn2)[C@@H](CO)N3C)cc1	1.9	-3	93	-71
COc1cccc(NC(=O)N2[C@H](CO)[C@H](c3ccccc3)[C@@H]2CNC(C)C)c1	-0.5	-9	115*	-28
C[C@H](CO)N1C[C@H](C)[C@H](CN(C)S(C)(=O)=O)Oc2cc(-c3ccncc3)ccc2S1(=O)=O	0.5	1	-7	-15
COc1ccc(NC(=O)Nc2ccc3c(c2)CC(=O)N([C@@H](C)CO)C[C@H](C)[C@H](CN(C)C)O3)cc1	0.0	-2	·	6
C[C@@H]1CN([C@H](C)CO)C(=O)c2cc(/C=C/c3ccccc3)cnc2O[C@@H]1CN(C)C(=O)Nc1ccc(C(F)(F)F)cc1	-4.7	39	·	-23
CCCN1C[C@@H](C)[C@H](OC)CN(C)C(=O)c2cc(NC(=O)c3ccc(F)cc3)ccc2OC[C@H]1C	-0.3	·	15	-41
C[C@@H]1CN([C@H](C)CO)C(=O)c2cc(NC(=O)Nc3ccccc3)ccc2O[C@H]1CN(C)S(=O)(=O)c1ccccc1	-0.5	5	21	15
C[C@@H]1CCCCO[C@@H](CN(C)C(=O)Nc2ccc(F)cc2)[C@@H](C)CN([C@H](C)CO)C(=O)c2cc(NC(=O)CCCN(C)C)ccc2O1	0.8	-18	-9	63
O=C(C[C@@H]1C[C@H]2c3cc(NC(=O)NC4CCCC4)ccc3O[C@H]2[C@H](CO)O1)NCc1ccc(Oc2ccccc2)cc1	-0.8	-3	·	-12
CN(C)CC#Cc1ccc([C@H]2[C@H]3CN(C(=O)Nc4ccc(F)cc4)CCCCN3[C@H]2CO)cc1	5.0	-2	34	-9
C[C@H]1CN([C@@H](C)CO)S(=O)(=O)c2ccc(Br)cc2O[C@H]1CN(C)C(=O)Cc1ccccn1	11	0	·	-2
CC(C)NC(=O)Nc1cccc2c1O[C@@H](CN(C)C(=O)Nc1ccc(F)cc1)[C@@H](C)CN([C@H](C)CO)C2=O	-0.4	-5	28	36
C[C@H]1CN([C@@H](C)CO)C(=O)c2cccc(N(C)C)c2O[C@@H]1CN(C)Cc1ccc(C(F)(F)F)cc1	3.1	-3	103*	-50
CN1CCN(C(=O)C[C@H]2CC[C@H](NC(=O)c3ccc4c(c3)OCO4)[C@H](CO)O2)CC1	1.1	·	-20	-5
CCNC(=O)[C@@H]1[C@@H](CO)[C@@H]2Cn3c(ccc(-c4cncnc4)c3=O)[C@@H]2N1C(=O)c1ccccc1F	0.9	0	-6	1
COc1ccc(NC(=O)Nc2ccc3c(c2)C(=O)N([C@H](C)CO)C[C@H](C)[C@H](CN(C)S(=O)(=O)c2ccc(Cl)cc2)O3)cc1	0.1	-4	30	13
CCCNC(=O)N(C)C[C@@H]1Oc2cc(-c3ccc(C)cc3)ccc2S(=O)(=O)N([C@H](C)CO)C[C@H]1C	0.9	-6	-37	-16
CC(=O)NC[C@H]1[C@@H](c2ccc(C#CC(C)C)cc2)[C@@H](CO)N1Cc1ccccn1	-1.2	-9	·	-11
C[C@H](CO)N1C[C@H](C)[C@@H](CN(C)Cc2ccc(C(=O)O)cc2)OCCCC[C@H](C)Oc2ccc(NS(C)(=O)=O)cc2C1=O	-0.3	-2	29	65
CN(C)CC(=O)N1CCCCN2[C@H](CO)[C@H](c3ccc(-c4ccccc4)cc3)[C@@H]2C1	-0.2	-15	87	21
CNC[C@@H]1Oc2ncc(C#Cc3ccccc3F)cc2C(=O)N([C@H](C)CO)C[C@@H]1C	-2.7	0	·	26
COCc1cn(CC[C@@H]2CC[C@H](NC(=O)Nc3ccc(Cl)cc3)[C@@H](CO)O2)nn1	1.1	0	20	-5
CC(C)CC#Cc1ccc2c(c1)O[C@H](CN(C)C(=O)c1ccccn1)[C@H](C)CN([C@H](C)CO)S2(=O)=O	-2.2	-3	100	-31
O=C([C@@H]1N[C@@H]2c3ccc(-c4ccc(F)cc4)c(=O)n3C[C@@H]2[C@H]1CO)N1CCOCC1	-0.9	-5	64	7
O=S(=O)(c1ccccc1)N1CCCCN2[C@H](CO)[C@@H](c3ccc(C#Cc4cccnc4)cc3)[C@H]2C1	·	6	?	-37
CCC(=O)N1C[C@H](C)[C@@H](OC)CN(C)C(=O)c2ccc(NC(=O)Nc3ccccc3)cc2OC[C@H]1C	0.2	-8	17	-33

Individual results from the list.
In C diff HTS, COc1ccc(NC(=O)Nc2ccc3c(c2)CC(=O)N([C@@H](C)CO)C[C@H](C)[C@H](CN(C)C)O3)cc1 is entered as -2
In C diff HTS, CN(C)CC#Cc1ccc([C@H]2[C@H]3CN(C(=O)Nc4ccc(F)cc4)CCCCN3[C@H]2CO)cc1 is entered as -2
In T cruzi growth, CCCN1C[C@@H](C)[C@H](OC)CN(C)C(=O)c2cc(NC(=O)c3ccc(F)cc3)ccc2OC[C@H]1C is entered as 15
In T cruzi growth, CN(C)CC(=O)N1CCCCN2[C@H](CO)[C@H](c3ccc(-c4ccccc4)cc3)[C@@H]2C1 is entered as 87
In C diff HTS, CC(C)NC(=O)Nc1cccc2c1O[C@@H](CN(C)C(=O)Nc1ccc(F)cc1)[C@@H](C)CN([C@H](C)CO)C2=O is entered as -5
In T cruzi growth, C[C@H](CO)N1C[C@H](C)[C@@H](CN(C)Cc2ccc(C(=O)O)cc2)OCCCC[C@H](C)Oc2ccc(NS(C)(=O)=O)cc2C1=O is entered as 29

Continuation.
mol	GASC1 inh	C diff HTS	T cruzi growth	Pf Dd2 growth
C[C@@H]1CN([C@H](C)CO)C(=O)Cc2cc(NC(=O)Cc3cn(C)c4ccccc34)ccc2O[C@@H]1CN(C)CC1CCCCC1	-2.0	-3	58	-8
Cc1noc(C)c1NC(=O)Nc1ccc2c(c1)C(=O)N([C@@H](C)CO)C[C@@H](C)[C@@H](CN(C)Cc1ccncc1)OCCCC[C@H](C)O2	0.8	-4	34	-4
C[C@H]1CN([C@@H](C)CO)S(=O)(=O)c2ccc(-c3ccc(F)cc3)cc2O[C@@H]1CN(C)Cc1ccccc1C(=O)O	0.8	0	·	-24
O=C(N[C@H]1CC[C@H](CCNS(=O)(=O)c2ccccc2Cl)O[C@@H]1CO)c1ccc(F)cc1	8.7	·	-35	-6
COc1ccc(C#Cc2ccc3c(c2)O[C@H](CN(C)S(=O)(=O)c2ccccc2F)[C@@H](C)CN([C@@H](C)CO)S3(=O)=O)cc1	-6.2	1	·	-86*
CCCN(C)C[C@H]1Oc2cc(C#C[C@@H](C)O)ccc2S(=O)(=O)N([C@H](C)CO)C[C@H]1C	-2.7	-1	-10	-27
CCNC(=O)[C@H]1[C@H](CO)[C@H]2Cn3c(ccc(-c4ccc(OC)cc4)c3=O)[C@@H]1N2CC1CC1	-2.2	0	77	·
C[C@@H]1CCCCO[C@@H](CN(C)Cc2ccc3c(c2)OCO3)[C@H](C)CN([C@@H](C)CO)C(=O)c2cc(NS(=O)(=O)c3ccc(Cl)cc3)ccc2O1	0.3	·	34	1
O=C(C[C@H]1CC[C@@H]2[C@H](COC[C@H](O)CN2Cc2ccc(F)cc2)O1)NCCc1ccccc1	-2.9	·	-6	-1
O=C(C[C@H]1CC[C@H](NC(=O)C2CC2)[C@H](CO)O1)Nc1ccccc1	0.0	-4	56	-5
COc1ccccc1CN(C)C[C@@H]1OCc2cnnn2CCCC(=O)N([C@@H](C)CO)C[C@H]1C	0.0	1&-2	18&-113	8&-5
O=S(=O)(Cc1ccccc1)N1CCCCN2[C@H](C1)[C@H](c1ccc(C#Cc3ccccc3)cc1)[C@@H]2CO	-1.9	3	104*	0
C[C@@H]1CN([C@@H](C)CO)C(=O)c2cc(Br)cnc2O[C@H]1CN(C)S(=O)(=O)c1ccc(F)cc1	-2.9	2	-27	13
COCC(=O)Nc1ccc2c(c1)C(=O)N(C)C[C@H](OC)[C@H](C)CN(Cc1ccncc1)[C@H](C)CO2	0.3	·	36	-1
O=C(C[C@H]1CC[C@@H](NC(=O)c2ccccc2)[C@H](CO)O1)NCc1ccncn1	1.5	0	4	4
CC=Cc1ccc2n(c1=O)C[C@H]1[C@H](CO)[C@@H](C(=O)NCC(F)(F)F)N(CC3CC3)[C@@H]21 (mixture of isomers)	5.4	0	30	2

Three compounds out of the list above, ordered by the value under C diff HTS, highest first:
molecule	GASC1 inh	C diff HTS	Pf Dd2 growth
O=S(=O)(Cc1ccccc1)N1CCCCN2[C@H](C1)[C@H](c1ccc(C#Cc3ccccc3)cc1)[C@@H]2CO	-1.9	3	0
CC=Cc1ccc2n(c1=O)C[C@H]1[C@H](CO)[C@@H](C(=O)NCC(F)(F)F)N(CC3CC3)[C@@H]21 (mixture of isomers)	5.4	0	2
O=C(C[C@H]1CC[C@H](NC(=O)C2CC2)[C@H](CO)O1)Nc1ccccc1	0.0	-4	-5

(cont.)
mol	GASC1 inh	C diff HTS	T cruzi growth	Pf Dd2 growth
COc1ccc(S(=O)(=O)N(C)C[C@H]2Oc3ncc(C#CC4(O)CCCC4)cc3C(=O)N([C@H](C)CO)C[C@H]2C)cc1	-0.3	1	46	-14
C[C@H](CO)N1C[C@H](C)[C@@H](CN(C)C(=O)Nc2ccc(F)cc2)Oc2ncc(C3=CCCCC3)cc2C1=O	0.8	1	8	-37
CC(C)NC(=O)Nc1ccc2c(c1)C(=O)N([C@@H](C)CO)C[C@H](C)[C@H](CN(C)C(=O)Nc1cccc3ccccc13)O2	1.0	2	35	4
C[C@@H]1CN([C@@H](C)CO)C(=O)c2cc(NS(=O)(=O)c3ccc(F)cc3)ccc2O[C@@H](C)CCCCO[C@H]1CN(C)CC1CCCCC1	0.8	24	71	-67
COc1ccc(S(=O)(=O)Nc2ccc3c(c2)CC(=O)N([C@@H](C)CO)C[C@@H](C)[C@H](CN(C)Cc2ccncc2)O3)cc1	1.3	-1	·	-38
COc1ccccc1-c1cnc2c(c1)C(=O)N([C@H](C)CO)C[C@H](C)[C@H](CN(C)Cc1ccncc1)O2	-1.4	-1	24	7
C[C@@H]1CN([C@H](C)CO)C(=O)Cc2cc(NS(C)(=O)=O)ccc2O[C@@H]1CN(C)Cc1ccc(-c2ccccc2)cc1	-0.1	-22	4	4
Cc1ccccc1-c1cnc2c(c1)C(=O)N([C@@H](C)CO)C[C@@H](C)[C@@H](CN(C)Cc1cccnc1)O2	1.2	2	36	12
COCC(=O)N(C)C[C@H]1Oc2cc(-c3ccncc3)ccc2S(=O)(=O)N([C@H](C)CO)C[C@H]1C	-0.6	2	-3	15
OC[C@@H]1[C@@H](c2ccc(-c3ccccc3F)cc2)[C@@H]2CN(Cc3cccnc3)CCCCN12	5.2	4	85	-13
CCCNC(=O)N1[C@@H](CO)[C@@H](c2ccccc2)C12CN(C(=O)CC1CC1)C2	-1.4	-10	·	7
Cc1ccc(S(=O)(=O)N(C)C[C@H]2OCCCC[C@@H](C)Oc3ccc(NC(=O)Nc4ccc(C(F)(F)F)cc4)cc3C(=O)N([C@@H](C)CO)C[C@H]2C)cc1	-0.1	-4	·	-54
COc1ccc(NC(=O)N(C)C[C@@H]2Oc3ccc(NC(=O)Cc4cn(C)c5ccccc45)cc3CC(=O)N([C@@H](C)CO)C[C@H]2C)cc1	-0.3	0	12	-18
O=C(Cc1ccccn1)N1CC2(C1)[C@H](c1ccccc1)[C@@H](CO)N2C(=O)c1ccccc1	-1.0	-7	·	-21
COc1ccc(NC(=O)N[C@@H]2CC[C@H](CCn3cc(-c4ccccc4)nn3)O[C@H]2CO)cc1	1.7	3	-51	-41
C[C@@H]1CN([C@H](C)CO)S(=O)(=O)c2ccc(C#Cc3ccc(F)cc3)cc2O[C@@H]1CN(C)S(C)(=O)=O	0.1	1	?	-3
C[C@@H]1CN([C@H](C)CO)C(=O)Cc2cc(NS(C)(=O)=O)ccc2O[C@H]1CN(C)CC1CCCCC1	-1.0	-2	3	-18
OC[C@@H]1[C@@H](c2ccccc2)C2(CN(CC3CC3)C2)N1Cc1cncnc1	0.9	-6	·	-26
CN(C)C(=O)c1ccc(-c2ccc([C@H]3[C@@H](C#N)N(C(=O)C4CCCCC4)[C@H]3CO)cc2)cc1	0.0	-3	?	-39
